Bioassay records from PubChem.
FEN1 inh: human FEN1 inhibition; P39748; Recombinant FEN1 flap cleavage, fluorescence, 15 min; Potency, µM (titrated, usually from 114 µM), without a hit: at the top dose activity change, negative = inhibition, actives largely listed as inhibitors; hit rate 0.35% among 390,000; note: nearly all actives have a fitted effect of over 65% in size
Target sequence (P39748 whole entry, looked up): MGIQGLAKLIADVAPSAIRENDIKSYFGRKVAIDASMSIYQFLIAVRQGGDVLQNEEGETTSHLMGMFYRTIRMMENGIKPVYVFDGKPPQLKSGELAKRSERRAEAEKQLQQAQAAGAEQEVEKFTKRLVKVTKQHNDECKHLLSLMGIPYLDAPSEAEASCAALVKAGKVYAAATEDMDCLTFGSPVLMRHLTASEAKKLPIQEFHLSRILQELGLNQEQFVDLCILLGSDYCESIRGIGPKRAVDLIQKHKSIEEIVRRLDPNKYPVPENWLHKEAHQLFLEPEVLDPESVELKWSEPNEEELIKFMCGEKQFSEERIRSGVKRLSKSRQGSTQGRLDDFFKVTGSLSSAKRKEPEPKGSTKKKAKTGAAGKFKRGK
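In this screen, 50 nM flap DNA substrate was added to 10 nM FEN1 pretreated with compound for 15 min at room temperature; cleavage was followed with reads at 0 and 15 min, and Hill fitting gave concentration–response parameters.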
N370S GC mod: inhibitors or activators of N370S glucocerebrosidase for Gaucher disease | Potency, µM (doses to about 59.4 µM), without a hit: top-dose activity change, negative = inhibition, actives largely listed as inhibitors | N370S GC spleen homogenate, 4MU-glucoside fluorescence | hit rate 0.092% among 330,000 | P04062;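 note: 0% = full enzyme activity and -100% = no enzyme basal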
TDP1 block: TDP1 (human) enzyme inhibition. Q9NUW8. recombinant TDP1, AlphaScreen DNA substrate cleavage. Potency, µM (top dose mostly 130 µM), for inactives: at the top dose activity change, negative = inhibition, usual class: inhibitors. hit rate 0.28% among 350,000. AID 485290; note: nearly all actives have a fitted effect of over 40% in size
Target sequence (Q9NUW8 whole entry, looked up): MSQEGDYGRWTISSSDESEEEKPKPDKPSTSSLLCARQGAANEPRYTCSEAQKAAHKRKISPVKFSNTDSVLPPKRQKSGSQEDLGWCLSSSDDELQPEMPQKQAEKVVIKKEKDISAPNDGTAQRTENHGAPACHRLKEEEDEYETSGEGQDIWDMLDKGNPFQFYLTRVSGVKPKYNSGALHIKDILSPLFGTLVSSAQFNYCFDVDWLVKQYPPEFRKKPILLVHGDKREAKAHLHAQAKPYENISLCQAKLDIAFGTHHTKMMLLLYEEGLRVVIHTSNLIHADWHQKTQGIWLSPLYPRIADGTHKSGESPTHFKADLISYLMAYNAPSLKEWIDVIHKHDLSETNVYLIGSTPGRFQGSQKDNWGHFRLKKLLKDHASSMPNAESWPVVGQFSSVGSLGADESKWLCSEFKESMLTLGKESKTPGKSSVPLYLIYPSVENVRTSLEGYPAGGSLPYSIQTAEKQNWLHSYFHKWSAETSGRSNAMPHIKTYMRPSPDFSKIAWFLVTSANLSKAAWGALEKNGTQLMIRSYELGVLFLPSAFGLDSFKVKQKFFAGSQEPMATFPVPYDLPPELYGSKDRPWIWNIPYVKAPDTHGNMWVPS
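AlphaScreen read-out: signal falls as enzyme removes the 3' tyrosine-FITC from a 5'-biotinylated DNA oligo (15 nM, 5 min, RT). Enzyme was E. coli-made recombinant Tdp1 at 1 nM, exposed to compound for 15 min beforehand; beads 10 ug/ml, 10 min.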
Starred values were filed as active, the others as inactive; ? = inconclusive; nt = not tested or not shown; & = joins results of further samples; [ ] = remark or other dose. Calls come from the whole dose curve; as a rule, active = well fitted curve in the direction sought with a large enough effect; inconclusive = small, poorly fitted or top-dose-only effect, or another doubt; inactive = no such curve, though single readings can be large; an effect the other way counts as inactive or inconclusive. Unless noted, % is set by controls: 0 for no effect and ±100 for the full control effect; potency is the fitted concentration of half-maximal effect.

The first 2 records, to show the layout:
SMILES | FEN1 inh | N370S GC mod | TDP1 block
CC(C)N(Cc1nc(-c2ccccc2)no1)C(=O)CN(C)S(=O)(=O)c1ccc(Br)cc1 | -21% | -13% | 3%
Cc1cccc(-c2nn(-c3ccccc3)cc2C(=O)NCC(c2cccs2)N2CCOCC2)c1 (stereo unspecified) | -1% | -2% | -6%

This part in full, from the first entry:
SMILES | FEN1 inh | N370S GC mod | TDP1 block
CC(C)N(Cc1nc(-c2ccccc2)no1)C(=O)CN(C)S(=O)(=O)c1ccc(Br)cc1 | -21% | -13% | 3%
Cc1cccc(-c2nn(-c3ccccc3)cc2C(=O)NCC(c2cccs2)N2CCOCC2)c1 (stereo unspecified) | -1% | -2% | -6%
Cc1c(C)c(C)c(C(=O)c2ccc(NC(=O)c3ccccc3C(=O)O)cc2)c(C)c1C | 4% | 4% | nt
Cc1ccccc1NC(=O)Cc1nc(CSc2nnc(C3CCCCC3)n2N)cs1 | -8% | ? | 6%
CCOC(=O)c1sc2ncn(CC(=O)Nc3ccc(C)cc3Br)c(=O)c2c1C | -13% | nt | 3%
COc1ccc(/C(=N\O)c2nccc3cc(OC)c(OC)cc23)cc1OC | 8% | -1% | 3%
CC(=O)Nc1ccc(NC=C(C#N)C#N)cc1 | 13% | 4% | nt
Cc1ccc(N2C(=O)C(Cl)=C(N3CCCCCC3)C2=O)cc1 | -14% | 29% | -12%
CCN(CC)CCCN(C(=O)c1ccccc1C)c1nc(-c2ccc(OC)cc2)cs1 | 12% | 1% | nt
COc1ccc(Cl)cc1S(=O)(=O)n1nnc2ccccc21 | 5% | -9% | 6%
COc1ccc(-c2nc(CSCC(=O)N3CCc4ccccc43)c(C)o2)cc1OC | 1% | 7% | 7%
NC1=NC[C@H](Cc2ccc(O)cc2)N1CC1CCCCC1 | 0% | 7% | 4%
Brc1ccc2c(c1)C(c1ccc(N3CCOCC3)cc1)=NNC(c1cccs1)=N2 | 0% | -8% | 5%
COc1ccc(CNC(=O)C(C)N=C2NS(=O)(=O)c3ccccc32)cc1OC (stereo unspecified) | -8% | -3% | 6%
Cc1ccc(OS(=O)(=O)c2c(C)nn(C)c2Cl)c(C)c1 | -19% | -6% | -5%
Cc1ccc(NS(=O)(=O)c2cccc3cccnc23)cc1Cl | -16% | 2% | nt
CC(=O)c1ccc(N2CCN(C(=O)c3cc(-c4ccncc4)nc4ccc(Br)cc34)CC2)cc1 | -7% | -7% | 5%
Oc1ccc(/C=N/N2CCN(Cc3ccccc3)CC2)cc1 | -12% | -5% | nt
COc1cc(OC)cc(C(=O)NNC(=S)NC2CC2)c1 | 6% | 3% | 0%
Cc1ccc(C(C)C)c(OCCN)c1 | -2% | 7% | -2%
Cc1ccc(NC(=O)CN(C)C(=O)c2ccccc2Sc2ccccc2C#N)cc1 | -3% | -3% | -3%
N#CC(NC(=O)OCc1ccccc1)c1ccccc1 (stereo unspecified) | -10% | -8% | -5%
O=C(Cn1cc(/C=N/NC(=O)c2cccc(C(F)(F)F)c2)c2ccccc21)Nc1ccc(F)cc1 | -3% | ? | -8%
Cc1cccc(C)c1Nc1c(-c2ccccc2F)nc2cccc(C)n12 | ? | nt | 7%
CCOC(=O)c1ccc(NC(=O)CCNS(=O)(=O)c2ccc3c(c2)oc(=O)n3C)cc1 | -16% | 1% | 3%
CN1CCN(c2ccc(CNS(=O)(=O)c3ccc(F)cc3Cl)cc2)CC1 | 1% | -21% | 1%
CCC(C)N=C1Sc2nc3ccc(C)cc3cc2CN1CCOC (stereo unspecified) | -13% | 13% | 1%
COc1cccc(NC(=O)CN(C)C(=O)c2oc3c(ccc4ccccc43)c2C)c1 | -13% | 3% | ?
COc1ccc(N=C2C(=O)Nc3ccc(C)c(Br)c32)cc1 | -9% | -12% | nt
O=C(Nc1cccc2ccccc12)NC(Cc1ccccc1)C(=O)O (stereo unspecified) | -3% | 0% | nt
C#C[C@@]1(O)CC[C@@H]2[C@@H]3CCC4=C(CCC(=O)C4)[C@H]3CC[C@]21C | nt | 3%[21.6 µM] | 10%[21 µM]
CCS(=O)(=O)N1CCC(c2nc(-c3ccc(C)cc3)no2)CC1 | -4% | -13% | 1%
COc1cccc(CNC(=O)C(Cc2ccccc2)n2cccc2)c1 (stereo unspecified) | -9% | -2% | 8%
Cc1nc(N)c(C#N)c(-c2ccc3c(c2)OCO3)c1C | -8% | 1% | nt
Cc1cc(C(=O)OCC(=O)Nc2cc(S(=O)(=O)N3CCOCC3)ccc2Cl)c(C)o1 | 1% | -2% | 6%
N#CC(C#N)=C1C(=O)N(CCN2CCCCC2)c2ccccc21 | 0% | -7% | nt
Cc1ccc(C)c(NC(=O)Cn2c(=O)n(CC(=O)NCCc3ccccc3)c(=O)c3ccccc32)c1 | 12% | nt | 8%
O=C(CSc1ncnc2c(-c3ccc(Cl)cc3)nsc12)c1ccccc1 | -7% | -11% | 5%
COCC1CCCN(Cc2cn(-c3ccccc3F)nc2-c2cc(C)sc2C)C1 (stereo unspecified) | -21% | 15% | 0%
CCOC(=O)c1c(NC(=O)CCNCc2ccco2)sc2c1CCC2 | -25% | -2% | 2%

Three entries from above, arranged by the value under N370S GC mod, highest first.
| smiles | N370S GC mod |
| --- | --- |
| COCC1CCCN(Cc2cn(-c3ccccc3F)nc2-c2cc(C)sc2C)C1 (stereo unspecified) | 15% |
| COc1cccc(CNC(=O)C(Cc2ccccc2)n2cccc2)c1 (stereo unspecified) | -2% |
| N#CC(C#N)=C1C(=O)N(CCN2CCCCC2)c2ccccc21 | -7% |

Continuation.
SMILES | FEN1 inh | N370S GC mod | TDP1 block
COc1ccc(CCNC(=O)CCn2c(SCC(=O)N3CCCC3)nc3ccccc3c2=O)cc1OC | -12% | 22% | nt
COc1ccc(/C(C)=N\Nc2nc(-c3ccc(Cl)cc3)cc(C(F)(F)F)n2)cc1OC | 2% | 20% | 5%
CCOc1ccc(C(F)(F)F)cc1NC(=O)c1ccc(OC)c([N+](=O)[O-])c1 | -11% | -2% | 2%
CCOc1ccc(CN2CCNC(=O)C2CC(=O)NCCCn2ccnc2)cc1 (stereo unspecified) | 1% | -2% | nt
CCN(CC(=O)Nc1cccc(OC)c1)C(=O)c1cccc(S(=O)(=O)N2CCc3ccccc32)c1 | 8% | nt | 0%
COc1ccc(-n2cnnc2SCC(=O)N(C)C2CCS(=O)(=O)C2)cc1 (stereo unspecified) | -13% | -4% | 4%
COc1cccc2sc(=NC(=O)CCS(=O)(=O)c3ccc(C)cc3)n(C)c12 | 4% | 1% | nt
CN(c1ccccc1C(=O)NCC1CCCO1)S(C)(=O)=O (stereo unspecified) | -13% | 0% | 0%
O=C(Nc1ccc(OC(F)(F)F)cc1)c1cccc(-n2cnnn2)c1 | -4% | -13% | -12%
CCOc1cc2[nH]c(=O)n(CCc3ccc(OC)c(OC)c3)c(=O)c2cc1OCC | -5% | 4% | 2%

Shown field by field: four of the compounds above
CCN(CC(=O)Nc1cccc(OC)c1)C(=O)c1cccc(S(=O)(=O)N2CCc3ccccc32)c1
  FEN1 inh: 8%; N370S GC mod: nt; TDP1 block: 0%

CCOc1ccc(C(F)(F)F)cc1NC(=O)c1ccc(OC)c([N+](=O)[O-])c1
  FEN1 inh: -11%; N370S GC mod: -2%; TDP1 block: 2%

COc1ccc(CCNC(=O)CCn2c(SCC(=O)N3CCCC3)nc3ccccc3c2=O)cc1OC
  FEN1 inh: -12%; N370S GC mod: 22%; TDP1 block: nt

CN(c1ccccc1C(=O)NCC1CCCO1)S(C)(=O)=O (stereo unspecified)
  FEN1 inh: -13%; N370S GC mod: 0%; TDP1 block: 0%

Carrying on.
SMILES | FEN1 inh | N370S GC mod | TDP1 block
ClCC1CN(Cc2ccccc2Cl)CCO1 (stereo unspecified) | -8% | -2% | 3%
COC(=O)c1ccc(C(=O)OC)c(NC(=O)CN(c2ccccc2)S(=O)(=O)N(C)C)c1 | -1%&-12% | ? | 7%&0%
O=C(c1cccc(Cl)c1)c1nn(-c2ccccc2)c(=O)cc1C(F)(F)F | -2% | 10% | 6%
O=C(NCCSc1ccccc1)c1cccnc1 | -1% | 8% | 2%
COc1ccc(N2CCN(C(=O)CCC(=O)N3CC(C)Oc4ccc(C)cc43)CC2)cc1 (stereo unspecified) | -1% | -1% | nt
COC(=O)c1cn(NC(=O)CC2CCCCC2)c(=O)c2ccccc12 | -10% | -12% | 7%
COc1ccc(CCNC(=O)CCn2c(SCC#N)nc3ccccc3c2=O)cc1OC | -7% | 11% | -2%
NC(=O)CSc1nnc(-c2cnccn2)n1Cc1ccco1 | 2% | -2% | 1%
O=C(CSc1nc(Nc2ccccc2)nc(N2CCOCC2)n1)Nc1ccc([N+](=O)[O-])cc1 | -16% | 4% | 6%
CCc1nnc(NC(=O)CN2C(=O)CCC2=O)s1 | 8% | 6% | 2%
COc1cc(C(=O)N/N=C/c2coc3ccc(Cl)cc3c2=O)ccc1O | ? | -10% | 6%
C=CCOc1ccccc1CN1CCC(n2nccc2NC(=O)c2ccccc2)CC1 | -3% | 0% | 4%
COc1ccc(N2C(=O)CSC2c2ccc([N+](=O)[O-])cc2)cc1 (stereo unspecified) | -14% | -19% | nt
CCc1nnc(NS(=O)(=O)c2ccc(NC(=O)c3cccc(OC)c3)cc2)s1 | -11% | 1% | 1%
COc1ccccc1N(C(=O)Cn1nnc2ccccc21)C(C(=O)NCc1ccco1)c1ccc(C)o1 (stereo unspecified) | -3% | 8% | 3%
C=CCn1c(SCc2nc3ccccc3[nH]2)nnc1-c1cccc(OC)c1 | 13% | -2% | 9%
Cc1ccc(C(=O)NCCc2nnc3ccc(SCC(=O)Nc4ccccc4C)nn23)cc1 | 19% | 12% | 2%
Cc1ccc(S(=O)(=O)CCC(=O)c2cccc([N+](=O)[O-])c2)cc1 | -25% | -3% | 6%
COc1ccc(CCNC(=O)CCC(=O)N2CC(C)Oc3ccccc32)cc1OC (stereo unspecified) | 13% | 1% | nt
O=C(OCC(=O)c1ccc(Cl)cc1Cl)c1cnccn1 | -4% | -2% | 4%
O=C(O)c1ccc(CSc2ncnc3c2cnn3Cc2ccccc2)cc1 | -26% | 0% | 0%
Cc1oc2ncn(C)c(=O)c2c1C(=O)N(C)c1ccccc1F | 0% | nt | 3%
COC(=O)c1[nH]c2ccc(Cl)cc2c1NC(=O)C1CC1 | -5% | 20% | -1%
COc1ccc(C(=O)N/C(=C/c2cccs2)C(=O)NN)cc1OC | 0% | 0% | nt
O=[N+]([O-])c1cccc(S(=O)(=O)N2CCCCCC2)c1 | 8% | 17% | 0%
COCCNC(=O)C(=O)N/N=C(\C)CC(=O)Nc1cccc(C(F)(F)F)c1 | -14% | 0% | 1%
COc1cc(OC)cc(-c2cc3nc(C)c(CCC(=O)NCc4ccccc4)c(C)n3n2)c1 | 9%&1% | -7% | 3%
CC(=O)N1CCCc2cc(S(=O)(=O)Nc3ccccc3C)ccc21 | -11% | -5% | 2%
Clc1ccc(CNCc2cccs2)c(Cl)c1 | 10% | -22% | -3%
CN1C(=O)N(c2ccc(Cl)cc2)C(C)(O)CC1(C)C (stereo unspecified) | 16% | -11% | nt
CC(C)CCOP(=O)(c1ccccc1)c1ccccc1 | -4% | 2% | 5%
O=C(Nc1ccccc1OC(F)F)c1ccc(S(=O)(=O)N2CCOCC2)cc1 | -1% | -1% | 0%
Cc1cc(OCc2nn[nH]n2)c2c(C)c(Cc3ccccc3)c(=O)oc2c1 | 4% | ? | 3%
CC(=O)CCc1c(C)nc2ccc(C)cc2c1Cl | -2% | 7% | -1%
CCc1nnc(NC(=O)Nc2ccccc2OC)s1 | 2% | 24% | -1%
CNC(=O)N(O)C1N(NC(=O)Nc2cccc3ccccc23)C(=S)SC1(C)C (stereo unspecified) | -15% | 4% | -1%
Cc1nc(SCC(=O)NCCN2C(=O)CSC2=O)nc(C)c1C | -3% | nt | 1%
CCn1c(=O)c2sccc2n(Cc2ccccc2)c1=O | 19% | -3% | 4%
O=C(CN1CCOCC1)Nc1ccc(N2CCN(c3ccccc3)CC2)c(F)c1 | 13% | -11% | 0%
CC1(C)Cc2ccccc2C(=NC(Cc2ccccc2)C(=O)O)N1 (stereo unspecified) | 17% | -9% | nt
COc1ccccc1N1CCN(C(=O)c2ccc3c(=O)n4c(nc3c2)CCCCC4)CC1 | -6% | nt | 3%
CN(C)c1ccc(N/C=C/C(=O)C(F)(F)F)cc1 | -7% | -7% | 7%
O=C(Nc1ccc2nc(-c3cccs3)c(-c3cccs3)nc2c1)N1CCOCC1 | -2% | -6% | 1%
O=C(CSc1cccc[n+]1[O-])N1CCCc2ccccc21 | 0% | 6% | 6%
COc1cc(/C=C/C(=O)NCc2cccnc2)cc(OC)c1OC | -14% | -26% | 2%
CC1CCc2c(sc(NC(=O)COC(=O)c3ccccc3NCc3ccco3)c2C#N)C1 (stereo unspecified) | -4% | 2% | 7%
Cc1coc2cc3oc(=O)c(Cc4ccccc4)c(C)c3cc12 | -6% | 19% | -3%
Cc1c(C(=O)N/N=C/c2ccccc2)[nH]c2ccc(Cl)cc12 | -4% | 14% | 5%
CSc1ccc(/C=C/c2ccc3cccc(O)c3n2)cc1 | 3% | 7% | 5%
COc1ccc(C)cc1S(=O)(=O)N1CCN(S(=O)(=O)c2cc(C)ccc2OC)C(C)C1 (stereo unspecified) | -7% | -5% | 3%
